Assay outcomes from PubChem BioAssay.
CHRM4 agonist: agonists of human muscarinic M4 receptor (CHRM4); activation, % at 3 µM; 0.14% of 360,000 active; AID 624127; P08173; CHO-K1 hM4/Gqi5, Fluo-8 calcium fluorescence; vehicle 0%, full acetylcholine response 100%;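 active = activation above the run mean over all test wells plus 3 SD, cut at about 32% in these data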;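 also: peak over basal fluorescence ratio per well then scaled between controls; 0% = DMSO wells and 100% = acetylcholine at EC100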
CHO-K1 Ca ag: nonselective activator or artifact in parental CHO-K1 cells; Fluo-8 calcium fluorescence; scaled to maximal ATP response, vehicle zero; activation, % at 3 µM; 0.48% of 360,000 active; AID 602248; in the data active = activation above about 15%;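 also: untransfected CHO-K1 host cells lacking M1 receptor as counterscreen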
OXTR potentiate: potentiates the human oxytocin receptor response | P30559 | CHO-OTR cells, Fluo-8 calcium fluorescence, potentiator mode; 0% = oxytocin EC15, 100% = EC100 | activation, % at 3 µM | 0.061% of 320,000 active;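 active = activation above that plate's cutoff, the mean activation of tested compounds plus 3 SD, cut at about 6.6% in these data, passing the limit was not always enough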;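 also: 100% uses oxytocin at 75 nM as the full agonist control; some results filed as inactive read as strong as hits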
Target sequence (P30559 whole entry, looked up): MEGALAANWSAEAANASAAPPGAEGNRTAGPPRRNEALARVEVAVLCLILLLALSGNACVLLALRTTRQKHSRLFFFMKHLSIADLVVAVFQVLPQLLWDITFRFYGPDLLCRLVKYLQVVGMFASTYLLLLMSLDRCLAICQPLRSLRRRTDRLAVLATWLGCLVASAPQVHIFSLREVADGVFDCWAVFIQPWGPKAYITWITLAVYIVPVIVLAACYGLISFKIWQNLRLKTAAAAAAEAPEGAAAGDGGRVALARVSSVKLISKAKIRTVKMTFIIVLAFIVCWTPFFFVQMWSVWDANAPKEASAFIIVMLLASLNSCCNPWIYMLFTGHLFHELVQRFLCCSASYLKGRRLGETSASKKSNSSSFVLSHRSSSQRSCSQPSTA
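Assay system: CHO cell line stably expressing human OTR | Also added: Oxytocin at about EC15, sub-maximal agonist stimulus | Times: Compound 6 min at room temperature before oxytocin, 100 s read | Measured by: Fluo-8 intracellular calcium fluorescence, ex 470-495, em 515-575 nm | Controls: EC15 oxytocin alone as 0%, 75 nM oxytocin as 100%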
CHO parental Ca: signal in parental CHO cells, OX1R antagonist counter-screen. parental CHO-K1, ATP-induced calcium, Fluo-8 fluorescence. inhibition, % at 5.6 µM. 0.63% of 330,000 active. AID 463079;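 active = inhibition above that plate's mean sample inhibition plus 3 SD, cut at about 26% in these data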;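 also: 0% = ATP-challenged DMSO wells and 100% = DMSO wells without ATP; some compounds past the cut are filed as inactive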
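Material – parental CHO cells · Reagent – ATP stimulus · Compound – single nominal dose of 5.6 µM per compound · Detection – Fluo-8 fluorescence · Read-out basis – percent inhibition of calcium signal · Controls – ATP-challenged DMSO wells low, unchallenged DMSO wells high · Repeats – no replicates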
CHO-K1 Ca antag: M1 antagonist counterscreen hit in parental CHO-K1 cells. inhibition, % at 3 µM. 0.6% of 360,000 active. ATP-induced calcium, Fluo-8 fluorescence. AID 602250;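 active = inhibition above a per-plate cutoff, the plate's mean sample inhibition plus 3 SD, cut at about 24% in these data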;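 also: 0% = DMSO plus EC80 ATP and 100% = DMSO alone without ATP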
M1 ag: human M1 muscarinic receptor agonism; CHO-K1 hM1, Fluo-8 calcium fluorescence, agonist mode; 0% DMSO, 100% acetylcholine EC100; activation, % at 3 µM; 0.33% of 360,000 active; AID 588814;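 active = activation above the run's mean compound activation plus 3 SD, cut at about 16% in these data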;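 also: peak over basal fluorescence ratio within a 140 s kinetic read after compound addition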
Target sequence (P11229 whole entry, looked up): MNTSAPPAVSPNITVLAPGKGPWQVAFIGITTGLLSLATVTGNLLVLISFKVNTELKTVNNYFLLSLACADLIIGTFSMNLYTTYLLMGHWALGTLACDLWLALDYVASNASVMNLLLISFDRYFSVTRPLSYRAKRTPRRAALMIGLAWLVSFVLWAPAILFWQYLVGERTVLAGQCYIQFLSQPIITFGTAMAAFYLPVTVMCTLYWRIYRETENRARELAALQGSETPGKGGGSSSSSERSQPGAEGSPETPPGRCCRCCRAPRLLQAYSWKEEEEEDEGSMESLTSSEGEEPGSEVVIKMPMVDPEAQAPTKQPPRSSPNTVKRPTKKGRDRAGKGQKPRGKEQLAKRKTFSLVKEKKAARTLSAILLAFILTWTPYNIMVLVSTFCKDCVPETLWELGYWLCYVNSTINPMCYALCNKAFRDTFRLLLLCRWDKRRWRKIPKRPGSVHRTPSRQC
CHRM4 antagonist: CHRM4 antagonism in calcium assay; P08173; CHO-hM4 cells, ACh EC80, Fluo-8 calcium fluorescence; inhibition, % at 3 µM; 0.73% of 360,000 active;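 active = inhibition above its plate's cutoff, the mean inhibition of sample wells plus 3 SD, cut at about 27% in these data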;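 also: 0% = acetylcholine EC80 with DMSO and 100% = DMSO without agonist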
M1 PAM: positive allosteric modulators of human M1 muscarinic receptor; activation, % at 3 µM; CHO-K1 hM1, Fluo-8 calcium fluorescence, ACh EC20; 0% = ACh EC20, 100% = maximal ACh; P11229; 0.088% of 360,000 active; AID 588819; in the data active = activation above about 19%, passing the limit was not always enough
CHRM1 antagonist: human CHRM1 antagonism | AID 588852 | 1.3% of 360,000 active | CHO-K1 hM1, Fluo-8 calcium fluorescence, ACh EC80 antagonist | inhibition, % at 3 µM;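 active = percent inhibition above its own plate's cutoff, namely the mean of that plate's compound wells plus 3 SD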;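 also: peak over basal fluorescence ratio during 140 s after agonist addition; 0% = ACh EC80 plus DMSO and 100% = DMSO alone without agonist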
Active calls of the source: *; · = no result given.

SMILES	CHRM4 agonist	CHO-K1 Ca ag	OXTR potentiate	CHO parental Ca	CHO-K1 Ca antag	M1 ag	CHRM4 antagonist	M1 PAM	CHRM1 antagonist
CCc1ccc(OCC(=O)NNC(=O)c2ccc(NC(=O)C3CC3)cc2)cc1	1	0.0	-6	8	1	-2	0	7	-8
COc1ccc(S(=O)(=O)N2CCCCCC2)cc1C(=O)Nc1cccc(C)n1	10	0.9	-15	-27	8	-2	-20	4	7
Cc1ccc(COC(=O)NCc2cccnc2)cc1	1	0.2	1	0	5	-4	17	1	-5
COc1ccc(NC(=O)CSc2nc3[nH]c(=O)cc(O)c3s2)c(OC)c1	1	-0.5	-1	-2	5	-5	10	-1	2
COc1ccc(C(=O)NCCC2=CCCCC2)cc1OC	2	0.0	-9	-20	5	0	0	-6	-15
O=C(NCC(c1cccs1)N1CCOCC1)c1ccc(Cl)s1 (stereo not given)	2	-0.5	-5	-21	-15	-4	1	-4	-22
CC(C)c1nc(-c2ccc([N+](=O)[O-])cc2)cs1	0	0.9	-3	-15	-6	-8	9	8	-9
CC(C)CCn1c(N2CCC(C(N)=O)CC2)nc2c1c(=O)[nH]c(=O)n2C	0	0.5	0	-2	-7	-4	6	-1	14
Cc1ccc(NC(=O)c2ccccc2)cc1	-1	-0.2	-6	-13	-3	-3	10	4	-1
C=CCOC(=O)/C=C/C(=O)NC(N)=O	0	0.1	-4	-4	6	-2	-4	9	-8
COc1ccc(-c2c(C#Cc3ccsc3)c3cc(-c4cccc5[nH]ccc45)ccc3n2C)cc1	6	2.1	-5	-4	11	2	1	19	-22
CC(C)Oc1cccc(NC(=O)C2(C)CCCN(C)C2)c1 (stereo not given)	0	-0.3	·	·	13	-8	-17	5	-14
Cc1cccc(NC(=O)CSc2nnc(C)c(=O)n2N)c1C	0	1.4	-3	-5	-3	-6	-7	8	-4
CN(c1ccc(F)cc1)S(=O)(=O)c1ccc(Cl)c(C(=O)NCC(c2ccco2)N2CCCCC2)c1 (stereo not given)	4	-0.5	·	·	8	-6	-3	1	-7
O=C(c1ccc(F)cc1)N1CCCC(c2nc(-c3ccncc3)no2)C1 (stereo not given)	4	0.8	0	-8	2	2	-8	-2	4

In the list so far, two contain an aryl thioether with sulfur outside any ring:
SMILES	CHRM4 agonist	CHO-K1 Ca ag	OXTR potentiate	CHO parental Ca	CHO-K1 Ca antag	M1 ag	CHRM4 antagonist	M1 PAM	CHRM1 antagonist
COc1ccc(NC(=O)CSc2nc3[nH]c(=O)cc(O)c3s2)c(OC)c1	1	-0.5	-1	-2	5	-5	10	-1	2
Cc1cccc(NC(=O)CSc2nnc(C)c(=O)n2N)c1C	0	1.4	-3	-5	-3	-6	-7	8	-4

(continued)
SMILES	CHRM4 agonist	CHO-K1 Ca ag	OXTR potentiate	CHO parental Ca	CHO-K1 Ca antag	M1 ag	CHRM4 antagonist	M1 PAM	CHRM1 antagonist
COCCn1c(SCC(=O)c2[nH]c(C)c(C(C)=O)c2C)nc2ccccc21	15	6.4	-11	-17	-15	-9	-9	-3	-7
N#Cc1ccccc1S(=O)(=O)N1CCN(C(=O)CN2CCCSc3ccccc32)CC1	4	1.2	-4	-21	-14	-5	2	-1	6
C=CCNc1nc(Nc2ccc([N+](=O)[O-])cc2)nc(OC)n1	0	-0.8	0	-17	29*	-9	-14	-2	-1
CCN(CC)c1ccc(NC(=O)CSC(=O)c2ccccc2)cc1	-1	-0.8	2	-5	19	-5	-2	2	5
CC(C)(NC(=O)c1ccccc1)c1nc2ccccc2s1	1	0.0	-3	3	-5	-4	2	-1	0
Cc1nn(Cc2ccc(C(=O)N3c4ccc(F)cc4CCC3C)o2)c(C)c1Br (stereo not given)	3	0.9	-25	-30	-3	-3	4	2	-7
COc1cc(OC)nc(NC(=O)CSc2nc3ccccc3[nH]2)n1	2	1.4	-8	-17	-14	-6	-3	3	-5
CCN(CC(=O)Nc1c(F)cccc1F)C(=O)c1cnccn1	1	3.6	-4	-1	-15	-3	-13	9	-10
CCCCS(=O)(=O)c1sc2nc(C)cc(C)c2c1N	2	0.7	-6	-22	-4	0	-2	1	0
CCCNC(=O)C(Cc1ccc(C(F)(F)P(=O)(OCC)OCC)cc1)NC(=O)c1ccc(C#N)cc1 (stereo not given)	0	-0.4	9	-6	-9	-2	7	11	-16
COC(=O)c1cc(CSC(=N)N)ccc1OCCC(C)C	3	8.5	-10	-14	-11	-1	10	9	-2
C(=N\n1cnnc1)/c1ccc(-c2ccccc2)cc1	1	-0.2	-3	-5	-12	-3	1	4	-9
O=C(COC(=O)/C=C/c1cccc(Cl)c1)NCCC1=CCCCC1	1	0.5	-4	0	-11	-7	-10	8	-14
O=[N+]([O-])c1ccc(Cc2cncc(O)c2)cc1	1	0.7	·	·	12	-2	0	5	-10
Cc1ccnc2c(N3C(=O)C4C5C=CC(C5)C4C3=O)cccc12 (stereo not given)	1	0.4	-5	-4	-30	-2	-1	-3	-8
N#Cc1c(N)nc2c(c1N)CC(COc1ccccc1)O2 (stereo not given)	2	0.7	0	-11	4	0	-2	-5	8
COC(=O)CSc1nnc(CNC(=O)c2ccccc2F)n1-c1ccc(F)cc1	0	-0.1	-4	-19	10	-3	-9	7	-5
Cc1cc(C)n(CCC(=O)N2CCc3ccccc32)n1	1	0.1	-2	-10	-7	-6	3	-3	9
CCSc1nc2nn(-c3ccccc3)c(=O)c-2c2n1CCCCC2	0	-0.7	6	-14	4	-5	-4	5	-6
Cc1cccc2c1N(CCCOc1ccc(C(C)(C)C)cc1)C(=O)C2=O	1	-0.7	-6	-18	2	16	-4	8	-1
O=C(Nc1cccnc1)c1cccc(S(=O)(=O)N2CCCCC2)c1	6	1.9	-8	-4	4	-10	-3	-3	12
c1ccc2c(C[C@@H]3CNCCN3CC3CCCCC3)cccc2c1	2	0.3	-6	3	0	-2	12	0	2
CCSC1=C(C#N)C(c2cccc(O)c2)CC(=O)N1 (stereo not given)	0	0.5	-5	-5	2	-4	9	5	-5
CC(C)c1ccc(Nc2nnns2)cc1	0	-0.1	2	-10	4	-4	11	0	9
CCN(CC(=O)Nc1ccc(OC)cc1)CC(=O)Nc1cccc(S(=O)(=O)N2CCOCC2)c1	1	0.5	·	·	-3	-3	-8	7	-15
COc1ccc(CNc2cccnc2)c(OC)c1OC	0	0.1	·	·	-2	-2	0	2	-12
Cc1ccc(CNC(=O)CCc2ccccc2)cc1	0	0.3	-10	-1	2	-5	9	-6	-6
CN(C)C(=O)COC(=O)c1cccc(CN2C(=O)c3ccccc3C2=O)c1	1	1.1	-10	-23	5	-6	7	15	-4
O=C(COC(=O)c1cc(Cl)cc(Cl)c1)NCCN1C(=O)CSC1=O	0	-0.4	-1	-10	26*	-7	1	-4	3
CC(=O)OC1CCC2C3CCc4cc(OP(=O)(N5CC5)N5CC5)ccc4C3CCC12C (stereo not given)	1	0.3	·	·	5	0	3	0	7

Nothing new here: 2 of the compounds above.
SMILES	CHRM4 agonist	CHO-K1 Ca ag	OXTR potentiate	CHO parental Ca	CHO-K1 Ca antag	M1 ag	CHRM4 antagonist	M1 PAM	CHRM1 antagonist
N#Cc1c(N)nc2c(c1N)CC(COc1ccccc1)O2 (stereo not given)	2	0.7	0	-11	4	0	-2	-5	8
COC(=O)CSc1nnc(CNC(=O)c2ccccc2F)n1-c1ccc(F)cc1	0	-0.1	-4	-19	10	-3	-9	7	-5

Other compounds:
SMILES	CHRM4 agonist	CHO-K1 Ca ag	OXTR potentiate	CHO parental Ca	CHO-K1 Ca antag	M1 ag	CHRM4 antagonist	M1 PAM	CHRM1 antagonist
COc1ccc(CC(NC(C)=O)C(=O)NC2CCN(C(=O)c3ccc(Cl)cc3)CC2)cc1 (stereo not given)	0	0.1	·	·	-9	-2	1	8	-12
O=C(COc1ccccc1[N+](=O)[O-])Nc1ccc(NC(=O)c2cc3ccccc3o2)cc1	3	1.3	-2	-18	-17	-2	-3	9	-17
CCC(C)NC(=O)Cn1c(-c2ccccc2)cc(C(C)=O)c1C (stereo not given)	1	0.0	-6	-12	-2	3	8	0	2
CCCCC(=O)N1CCCC(C)C1 (stereo not given)	1	0.7	-8	-4	-13	-1	6	4	-5
CC(C)(C)C(=O)NCCN1C(=O)S/C(=C\c2ccc([N+](=O)[O-])cc2)C1=O	9	7.4	-19	-13	11	-6	-5	-1	3
COc1ccccc1NC(=O)CSc1nnc(COc2ccccc2C)o1	3	1.3	-6	-18	3	-2	100*	8	-3
O=C(Sc1ccccc1)c1cccc(Cn2cc(C(F)(F)F)ccc2=O)c1	7	7.6	-16	0	2	3	8	-2	5
COc1cccc(CNC(=O)CCC2CCCN(c3cc(C)nc(N4CCCC4)n3)C2)c1 (stereo not given)	0	-0.6	-7	-18	3	-14	28*	-26	10
CC(=O)Oc1cc(C)cc2oc(=O)cc(-c3ccccc3)c12	2	1.3	0	-10	-11	-9	-6	7	-17
CCCCOc1ccccc1C1C(C(N)=O)=C(C)Nc2nnnn21 (stereo not given)	2	1.3	-4	-1	-28	1	-8	9	-32
Cc1ccc(C(=O)CC2C(=O)N(c3ccccc3)C(=S)N2c2ccccc2)cc1 (stereo not given)	-1	1.4	-4	-19	-3	-5	9	-3	-3
O=C(c1cc(C2CC2)on1)N1CCN(C(c2ccccc2)c2ccccc2)CC1	0	-0.3	-1	-15	9	-11	13	-3	-1
Cc1cc(C(=O)CSc2nnc(Nc3ccccc3F)s2)c(C)n1CC1CCCO1 (stereo not given)	12	3.1	·	·	19	0	-2	-9	15
COc1ccc(-c2noc(CSc3nnc(-c4ccccc4)n3C)n2)cc1	1	0.1	-10	-21	13	-7	7	1	4
CCN(CC)CCCNC(=O)c1cc(Nc2ccc(OC)cc2OC)nc2ccccc12	0	0.1	-10	-14	0	-10	-9	11	-10
COCCNC(=O)C1(C)CCCN(CC(=O)c2ccc(OC)cc2)C1 (stereo not given)	1	0.2	·	·	-2	1	-13	5	-7
CCc1ccc(CCC(=O)Nc2nccs2)o1	0	0.5	3	-4	-7	-5	4	2	-3
COc1ccc(NC(=O)c2cccn(CC=C(C)C)c2=O)cc1	3	0.6	-3	-25	-9	-13	-3	-12	15
O=C(C1CCCCC1)N1C[C@H](n2cc(-c3ccc(F)cc3)nn2)[C@@H](O)C[C@@H]1c1ccccc1	1	1.9	·	·	-13	-2	-6	3	-7
Cn1c(SCC(=O)NCc2ccco2)nnc1C1CC1	1	0.5	0	-5	-13	0	5	15	-13
COCCCN(C(=O)Nc1cccc(Cl)c1)C(C)c1ccccn1 (stereo not given)	1	0.3	3	-8	0	-6	-3	-1	5
O=C(CSc1nc(-c2ccco2)cc(C(F)(F)F)n1)NCCCn1ccnc1	1	0.3	-5	2	-3	4	-15	21	-12
CCCC(=O)Nc1nnc(SCC(=O)N2C(C)CCCC2C)s1 (stereo not given)	1	1.6	-3	-5	-10	-4	-4	13	-10
Cc1cccc(-n2c(C)cc(C(=O)NC3CCCCC3)c2C)c1	-2	0.6	-3	-10	-4	-6	10	-6	9
NC1=NC[C@@H](Cc2ccc(O)cc2)N1CCc1cccc2ccccc12	1	0.2	-7	-1	-12	-2	7	-3	5
CCCCCOc1ccc(/C=C/C(=O)NCCc2nc3ccccc3[nH]2)cc1OC	12	5.7	-8	-20	5	-3	23	-13	21
NC(=O)C1CCN(C(=O)/C=C/c2cccc(Br)c2)CC1	0	0.3	-18	-3	-6	-1	-7	9	-4
